# MITF inh: inhibitors of human MITF; O75030; AlphaScreen MITF homodimerization, bead proximity signal; inhibition, % at 2.6 µM; actives 0.91% (n = 650,000); in the data active = inhibition above about 50%;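 also: 0% = vehicle wells with protein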
# TEAD-YAP block: TEAD-YAP interaction inhibition | HEK-TIYL cells, TEAD-Gal4/YAP UAS-luciferase luminescence | inhibition, % at 9.12 µM | actives 1.4% (n = 640,000); in the data active = inhibition above about 32%;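 also: 0% = median of test compound wells and 100% = reference inhibitor wells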
# GPR151 ag: activators of human GPR151; Q8TDV0; PathHunter beta-arrestin GPR151 cells, luminescence; activation, % at 11.2 µM; actives 1% (n = 650,000); AID 1508602; in the data active = activation above about 4.9%;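 also: 0% = median of compound wells and 100% = cells with positive control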
# FBW7 activator: activators of human E3 ligase FBW7; actives 0.13% (n = 650,000); normalized activity (activation), % at 26.1 µM; AlphaScreen FBW7–phospho-cyclin E peptide binding, activator screen; Q969H0; in the data active = normalized activity above about 1.9%;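 also: purified mutant Fbw7 with reduced substrate affinity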
# Target sequence (Q969H0 whole entry, looked up): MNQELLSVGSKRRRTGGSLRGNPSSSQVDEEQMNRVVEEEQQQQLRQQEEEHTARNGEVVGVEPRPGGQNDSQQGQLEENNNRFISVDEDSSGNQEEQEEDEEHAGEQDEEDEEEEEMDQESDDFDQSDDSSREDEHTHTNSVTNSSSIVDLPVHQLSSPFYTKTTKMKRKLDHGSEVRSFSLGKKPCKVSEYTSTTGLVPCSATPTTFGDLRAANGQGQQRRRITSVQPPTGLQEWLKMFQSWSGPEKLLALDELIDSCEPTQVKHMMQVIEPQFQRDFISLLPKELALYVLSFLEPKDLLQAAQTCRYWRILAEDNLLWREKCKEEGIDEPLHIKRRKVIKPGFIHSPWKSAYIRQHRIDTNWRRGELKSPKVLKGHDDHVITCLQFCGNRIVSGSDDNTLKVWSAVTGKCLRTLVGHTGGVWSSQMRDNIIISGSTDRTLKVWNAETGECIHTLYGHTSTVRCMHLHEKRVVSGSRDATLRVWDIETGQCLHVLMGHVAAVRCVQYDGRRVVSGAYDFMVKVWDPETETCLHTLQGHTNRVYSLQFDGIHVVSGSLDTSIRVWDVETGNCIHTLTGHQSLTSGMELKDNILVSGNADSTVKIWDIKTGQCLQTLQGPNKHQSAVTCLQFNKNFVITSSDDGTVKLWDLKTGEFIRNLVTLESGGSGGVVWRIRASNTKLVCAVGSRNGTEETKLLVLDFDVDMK
# An asterisk follows results filed as active; & = joins results of further samples. The order is random. About 3.5% of those tested had a hit in this group.
SMILES,MITF inh,TEAD-YAP block,GPR151 ag,FBW7 activator
O=C1Nc2ccc([N+](=O)[O-])cc2OC1CCN1C(=O)c2ccccc2C1=O (stereo unspecified),7,-2,2.1,0.1
COC(=O)[C@H]1CN(C(=O)c2ccc(C)[nH]c2=O)C[C@@H]1c1ccc(F)cc1,-3,4,-1.2,0.0
CC1(C)Cc2ccccc2-c2nnc(C(F)(F)C(F)F)n21,6,-2,-0.3,0.3
Cc1nn(C)c(Cl)c1CN1CCC(CO)(Cc2ccc(Cl)cc2)CC1,7,5,3.2,0.0
Cc1ccc(NC(=O)c2sc3nc4c(cc3c2N)C(=O)CCC4)cc1Cl,13,2,0.5,0.0
CCOC(=O)c1ccccc1NC(=O)CSc1nc2[nH]ncc2c(=O)[nH]1,-8,-6,1.9,-0.1
COc1ccc(N(C)C(=O)c2ccco2)cc1,5,11,0.2,0.3
COC(=O)CSc1nc(-c2cccs2)cc(C(F)(F)F)c1C#N,8,-16,-1.2,0.2
Cn1cc(Br)c(C(=O)Nc2cccc(C(F)(F)F)c2)n1,6,8,1.4,0.0
O=C(NCCN1CCOCC1)c1cc(S(=O)(=O)N2CCOCC2)ccc1Sc1ccc(Br)cc1,2,-1,0.0,0.0
COc1ccc(-n2c(=O)[nH]c(=O)c3sc(NC(=O)Nc4cccc(Cl)c4)nc32)cc1,-17,2,1.5,0.0
CCN(CC)c1ccc(C2C3=C(CC(C)(C)CC3=O)Nc3ccccc3N2C(=S)NC2CCCCC2)cc1 (stereo unspecified),0,14,-1.5,-0.1

# Six records picked at random from those above, as already listed:
SMILES,MITF inh,TEAD-YAP block,GPR151 ag,FBW7 activator
O=C(NCCN1CCOCC1)c1cc(S(=O)(=O)N2CCOCC2)ccc1Sc1ccc(Br)cc1,2,-1,0.0,0.0
Cn1cc(Br)c(C(=O)Nc2cccc(C(F)(F)F)c2)n1,6,8,1.4,0.0
CCOC(=O)c1ccccc1NC(=O)CSc1nc2[nH]ncc2c(=O)[nH]1,-8,-6,1.9,-0.1
Cc1nn(C)c(Cl)c1CN1CCC(CO)(Cc2ccc(Cl)cc2)CC1,7,5,3.2,0.0
COc1ccc(N(C)C(=O)c2ccco2)cc1,5,11,0.2,0.3
O=C1Nc2ccc([N+](=O)[O-])cc2OC1CCN1C(=O)c2ccccc2C1=O (stereo unspecified),7,-2,2.1,0.1

# Given with bars between the fields: entries from further up.
SMILES | MITF inh | TEAD-YAP block | GPR151 ag | FBW7 activator
COC(=O)CSc1nc(-c2cccs2)cc(C(F)(F)F)c1C#N | 8 | -16 | -1.2 | 0.2
Cn1cc(Br)c(C(=O)Nc2cccc(C(F)(F)F)c2)n1 | 6 | 8 | 1.4 | 0.0
O=C(NCCN1CCOCC1)c1cc(S(=O)(=O)N2CCOCC2)ccc1Sc1ccc(Br)cc1 | 2 | -1 | 0.0 | 0.0

# Continued.
SMILES,MITF inh,TEAD-YAP block,GPR151 ag,FBW7 activator
O=C(NCc1ccncc1)c1ncoc1-c1ccc(F)cc1,2,11,-0.1,0.1
Cc1cc2ccccn2c1C(=O)c1cccnc1,6,-12,-1.4,0.1
COC(=O)N(NC(=O)C(O)(CCC(C)C)CCC(C)C)c1ccccc1,8,-4,-0.3,0.1
O=C(Nc1ccc(Cl)cc1)c1cc2cc([N+](=O)[O-])ccc2o1,6,2,0.5,0.9
COc1ccc(N=C2SC(C(=O)Nc3ccc(C)c(Cl)c3)CC(=O)N2CCc2ccc(OC)c(OC)c2)cc1 (stereo unspecified),27,-7,-0.3,0.3
CCOC(=O)c1ccc(NC(=O)CCCc2nc(-c3ccc(Cl)cc3)no2)cc1,-14,0,-1.1,-0.1
O=C(c1cc(S(=O)(=O)N2CCc3ccccc32)ccc1F)N1CCN(Cc2ccccc2)CC1,-5,2,0.4,-0.1
Cc1nc(COc2cccnc2[N+](=O)[O-])cs1,9,10,-0.9,0.0
Nc1cccc(-c2nc(Nc3ccc(Oc4ccccc4)cc3)c3ncn(Cc4ccc(C(F)(F)F)cc4)c3n2)c1,-6,0,-0.7,-0.1
Cc1nn(CN(CCC#N)CCC#N)c(=S)s1,0,-2,-0.1,-0.2
Cc1ccccc1Cc1c(C)nc2nc(SCC(=O)NCCc3ccccc3)nn2c1C,-1,6,-0.7,0.0
CCOC(=O)C1CCCN(Cc2ccc(N(CC)CC)cc2)C1 (stereo unspecified),14,-3,-0.4,-0.1
CN(C(=O)COC(=O)c1ccc(=O)[nH]c1)C1CCCCC1,10,1,-2.0,0.4
CCOC(=O)c1c(NC(=O)c2ccc(OC)cc2)sc2c1CC(C)(C)OC2,-1,5,0.4,0.0
CC(C)N(CCNC(=O)c1cccc(-c2ccccc2)n1)C(C)C,15,3,-1.4,0.1
O=S(=O)(/C=C/c1ccccc1)N1CCN(Cn2cnc3ccccc32)CC1,1,-6,2.7,0.0
Cc1nnc(SCC(=O)N2CCC(c3noc4ccc(F)cc34)CC2)s1,-2,37*,0.8,-0.2
Cc1cccc(C(=O)NCC2Cc3cccc(-c4cncnc4)c3O2)c1C (stereo unspecified),21,-9,-0.9,0.7
COc1cccc(OCC(=O)c2ccc(O)c(CN(C)C)c2O)c1,17,-6,-2.6,0.4
O=C(Nc1cccc2c1CCCC2)C12CC3CC(CC(C3)C1)C2,-10,-7,0.6,-0.1
CC(C)=CCN1CCN(Cc2ccc3nonc3c2)CC1CCO (stereo unspecified),3,3,5.4*,0.1
O=C(c1cc2n(n1)C(C(F)(F)F)CC(c1ccc(Cl)cc1)N2)N1CCN(c2ccc(F)cc2)CC1 (stereo unspecified),-10,3,1.2,-0.1
Cc1ccc(C(=O)Oc2ccc(C(c3c(C)[nH]n(-c4ccccc4)c3=O)c3c(C)[nH]n(-c4ccccc4)c3=O)cc2)cc1,16,-2,-1.0,-1.1
Cc1ccc(CCNC(=O)CCCC2=NS(=O)(=O)c3ccccc3N2)cc1,4,-8,0.4,1.2

# Record cards, from the list above:
# Shown for CCOC(=O)c1c(NC(=O)c2ccc(OC)cc2)sc2c1CC(C)(C)OC2 : MITF inh = -1; TEAD-YAP block = 5; GPR151 ag = 0.4; FBW7 activator = 0.0
# Shown for COc1cccc(OCC(=O)c2ccc(O)c(CN(C)C)c2O)c1 : MITF inh = 17; TEAD-YAP block = -6; GPR151 ag = -2.6; FBW7 activator = 0.4

# Later entries:
SMILES,MITF inh,TEAD-YAP block,GPR151 ag,FBW7 activator
CC(C)(C)c1nn2cnnc2n(/N=C/c2ccc(Br)cc2)c1=O,-1,-1,1.2,-0.2
COc1ccc(C)cc1N1C(=O)[C@@H]2C[C@H]1CN2C1CCN(Cc2ccccc2)CC1,8,0,0.1,-0.2
CCN1CCN(C(=O)/C(C#N)=N/Nc2cccc3c(=O)[nH][nH]c(=O)c23)CC1,38,-2,0.6,-0.2
CC(=O)C1=C(C)NC(SCc2cccc([N+](=O)[O-])c2)=C(C#N)C1c1sccc1C (stereo unspecified),17,11,0.8,0.3
Cc1ccc(S(=O)(=O)NCCCOC(=O)Nc2ccncc2)cc1,0,-9,0.2,-0.1
Cc1ccc(-n2c(C)cc(/C=N/NC(=O)CN3CCOCC3)c2C)cc1C,-15,-18,-0.1,0.0
CC(=O)Oc1ccc(C(=O)Nc2ccccc2C(C)(C)C)cc1,20,-2,0.8,0.4
CCN(Cc1ccncc1)C(=S)Nc1ccc(Cl)cc1,-1,5,0.5,0.2
O=C(NCc1ccc(Cl)cc1)c1ccc2c(c1)NC(=O)C(CSCc1cccc(F)c1)N2 (stereo unspecified),-10,2,-0.6,0.1
COc1ccc(C2C(C(=O)N3CCN(c4ccccc4F)CC3)c3ccccc3C(=O)N2C)cc1 (stereo unspecified),7,23,2.0,0.1
O=C(Nc1cccc(NC(=O)c2ccccc2-c2ccccc2C(=O)O)c1)c1ccco1,7,-7,-0.3,0.0
CCOC(=O)c1cc2c(N)c(C(=O)c3cc(C#N)c(SC)nc3C)sc2nc1C,-2,-4,-1.1,-0.2
CC(=O)Nc1cccc(C(=O)N/N=C/c2ccccc2F)c1,5,-33,0.0,-0.1
NC(=O)C1CCN(C(=O)c2cc3c(s2)-c2ccccc2OC3)CC1,22,-12,1.1,0.3
CCc1c(C)sc(NC(=O)c2c(-c3ccccc3)noc2C)c1C(N)=O,11,23,-1.5,0.1
CCOC(=O)c1sc2nc(CS)[nH]c(=O)c2c1C (tested in a mixture with another compound),1,-1,-1.2,0.4
CCc1ccc(OCC(N)=O)cc1,15,-5,2.8,-0.1
COc1ccc(-c2nc(-c3ccc(OC)cc3OC)[nH]c2-c2ccc(OC)cc2)cc1,-3,-10,0.5,-0.3
c1ccc(CNc2ccnc(Nc3ccc4ncccc4c3)n2)cc1,-9,-25,0.7,-0.1
COc1ccc(CCNc2ncnc3sc(C)cc23)cc1OC,-10,61*,2.9,-0.1
Cc1ccc2nc(N(CCN(C)C)C(=O)c3ccc(S(=O)(=O)N(C)C)cc3)sc2c1,-2,-34,-0.7,0.0
CC(C)N(CCNC(=O)c1csc(N2CCC(N3CCOCC3)CC2)n1)C(C)C,5,-5,0.8,0.2
CC(=O)c1ccc(N2CCN(C(=O)c3ccc(Br)o3)CC2)cc1,-11,4,0.1,0.0
CC(C)c1ccc(Oc2coc3cc(O)ccc3c2=O)cc1,-6,7,-0.7,0.3
COc1ncnc(NS(=O)(=O)c2ccc(N)cc2)c1OC,-5&-3,-7,-1.1&1.3,0.0&0.0
O=C(NCc1ccccc1)c1ccc2c(c1)OCO2,-8,-17,-0.5,-0.2
CC1=C(C(=O)OC2CCCCC2)C(c2ccccc2Cl)C2=C(CC(C)(C)CC2=O)N1 (stereo unspecified),13,0,-0.5,0.1
O=[N+]([O-])C=C(c1ccccc1)c1ccccc1,-18,5,2.2,-0.1
CCNc1nc(NCC)n2c(SCC(=O)Nc3c(Cl)cccc3Cl)nnc2n1,15,7,-0.6,0.0
Cc1nn(CCC(N)=S)c2nc(-c3ccccc3)ccc12,3,-2,0.2,-0.3
CN1CCN(C(CNS(=O)(=O)c2ccccc2)c2cccnc2)CC1 (stereo unspecified),14,13,4.3,-0.1
COc1cccc(-c2noc(CCCC(=O)Nc3ccccc3Cl)n2)c1,10,-2,-3.6,0.1
CN(CC(=O)NCc1ccc(F)cc1)c1nnc(N2CCCC2=O)s1,-6,-9,0.8,0.2
CCCNc1cc(Nc2ccc(C(F)(F)F)cc2)ncn1,-1,-15,-0.1,0.2
O=C1OC(c2ccccc2[N+](=O)[O-])=N/C1=C\c1ccccc1F,9,-4,1.4,0.0
CCOC(=O)c1c(C)oc2ccc(NS(=O)(=O)c3ccccc3C)cc12,17,2,0.8,1.3
CCOc1ncccc1C(=O)Nc1ccc(Oc2ccc(Cl)cc2)cc1,8,3,3.7,0.0
CCOC(=O)Cn1nc(CC)n2c(cc3oc(C)cc32)c1=O,14,-4,0.7,-0.1
O=C(COC(=O)C(Cc1ccccc1)N1C(=O)c2ccccc2C1=O)c1ccc(Br)cc1 (stereo unspecified),-17,-1,0.2,0.2
CC1CCc2sc3ncnc(Nc4ccc(N(C)C)cc4)c3c2C1 (stereo unspecified),6,-11,1.4,-0.2
CN(C(=O)c1cncc(Br)c1)C1CCCCC1,3,-7,-0.5,-0.1
O=C(Nc1ccccc1)NN1CC(=O)N(c2ccc(Cl)cc2)CC1=O,5,-4,0.2,0.0
Cc1ccc(NC(=O)C2CCCN2S(=O)(=O)c2cccc3cccnc23)cc1Cl (stereo unspecified),2,-23,0.9,-0.1
COc1ccc2c(C)cc(SCC(=O)Nc3ccc(S(N)(=O)=O)cc3)nc2c1,8,7,-0.8,0.1
CC(=O)N1CCc2cc(S(=O)(=O)NC(CC(C)C)C(=O)Nc3cc(C)[nH]n3)ccc21 (stereo unspecified),-6,-6,-0.9,0.1
COc1ccc(OCC(=O)NNC(=O)C(c2ccccc2)c2ccccc2)cc1,5,12,-0.3,0.0
COc1ccc(NS(=O)(=O)c2ccc(NC(=O)c3cccc(I)c3)cc2)nn1,-16,11,-0.1,-0.1
CC[C@H](C)[C@H](NC(N)=O)C(=O)Nc1ccc(Br)cc1,5,10,2.6,0.3
CCCN(CCO)Cc1ccc(F)c(F)c1,33,3,0.6,0.1
COc1ccc(NC(=O)c2cc3c(C)nn(-c4ccccc4)c3s2)c(OC)c1,6,-4,-2.0,0.2
CCCNc1nc(-c2csc3ccccc23)ncc1C,11,2,-0.6,-0.1
COc1ccc(-c2nccc(N)n2)cn1,0,2,1.4,0.0
O=C(Nc1ccccc1C(F)(F)F)c1cnn2c(C(F)(F)F)cc(-c3ccco3)nc12,8,10,3.7,0.2
COC(=O)c1c(NC(=O)/C(C#N)=C/c2ccc(F)cc2)sc(C)c1C,14,-8,1.5,0.1
CCOC(=O)C1NC(=O)CC1c1ccccc1 (stereo unspecified),9,-5,0.8,0.0
Cn1cccc1CC(=O)NNC(=S)NCc1ccc(Cl)cc1,7,-2,-1.2,0.6
Cc1[nH]c2c(C(=O)NN)cccc2c1C,1,8,1.7,0.1
CCCCOC(=O)/C(C#N)=C/c1ccccc1,0,2,0.1,-0.2
